Screens deposited in PubChem BioAssay by National Center for Advancing Translational Sciences (NCATS).
Mito fusion yeast = inhibitors of mitochondrial division or activators of mitochondrial fusion. S. cerevisiae fusion-defective mutant growth rescue, CellTiterGlo 48 h. Potency, µM (series often up to 46.1 µM), for inactives: at the highest dose growth rescue (activation), usual class: activators. actives 0.23% (n = 320,000);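 note: potency is the fitted concentration of half-maximal effect; % of control where 0% means no effect; nearly all actives have a fitted effect of over 45% in size; temperature-sensitive fusion mutants such as fzo1-1 at 37 °C on non-fermentable ethanol glycerol medium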
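Growth-rescue viability read-out: after 48 h at the non-permissive 37C in glycerol/ethanol YPEG, yeast mitochondrial fusion mutants are measured by CellTiterGlo luminescence; compounds (23 nl pinned per well) restoring growth score as division inhibitors or fusion activators.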
BCR signal inh = inhibitors of chronic active B-cell receptor signaling. ABC-DLBCL IkBa-CBG/CBR reporter, luminescence ratio, 4 h. Potency, µM (highest dose often 46.1 µM), without a hit: at the highest dose ratio change, negative = lower green/red ratio, actives largely listed as inhibitors. actives 0.05% (n = 340,000); active = well fitted inhibition curve with a large enough effect in the signal ratio, with a control signal flat, not every such curve was filed as active; inconclusive = small, poorly fitted or top-dose-only effect, or effect the other way, or a change in a side signal; the % refers to the signal ratio;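 note: potency is the fitted concentration of half-maximal effect; plate controls were basal doxycycline-induced cells for no effect and cells given 10 µM MG132 for full effect; MG132 reads +100%, hits lower the ratio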
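Doxycycline induced both beetle luciferases in TMD8 lymphoma cells; IKK-driven degradation limits the IkappaBalpha-fused green signal, while red luminescence normalises for cell number and nonspecific effects. Compounds tested up to 46 uM, 4 hrs.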
USP2a block = blocks human ubiquitin-specific protease USP2a. USP2 core, Ub-CHOP2 coupled fluorogenic reporter, 485/531. actives 0.01% (n = 330,000). AID 463254. Potency, µM (top dose mostly 38.3 µM), for the others: top-dose activity change, negative = inhibition, usual class: inhibitors. O75604;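 note: potency is the fitted concentration of half-maximal effect; plate controls were DMSO wells for no effect and full inhibition by NEM control for full effect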
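Cell-free coupled assay: 10nM USP2 core preincubated 30min RT with compound in Tris-HCl pH 8.0/CaCl2/CHAPS buffer, then 25nM Ub-CHOP2 and 25nM reporter substrate; fluorescence (Ex 485/Em 531) read after 60min RT, normalized to NEM inhibition, concentration-response curves fitted.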
MBNL1-CUG inh = inhibitors of human MBNL1 binding to CUG repeat RNA. Q9NR56. TR-FRET MBNL1-His/biotin-(CUG)12 binding, 665/545 ratio. Potency, µM (top dose mostly 57.5 µM), for the others: top-dose activity change, negative = inhibition, actives largely listed as inhibitors. actives 0.036% (n = 280,000). AID 2675; active = well fitted inhibition curve with a large enough effect in the signal ratio, with a control signal flat, not every such curve was filed as active; inconclusive = small, poorly fitted or top-dose-only effect, or effect the other way, or a change in a side signal; inactive = no such curve, though single readings can be large or run the other way; the % refers to the signal ratio; note: potency is the fitted concentration of half-maximal effect; % is set by controls: 0 for no effect and ±100 for the full control effect
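Compound titration spanned 92 nM–58 uM against the MBNL1-His/biotin-(CUG)12 complex. After 60 min at room temperature with 5 nM streptavidin-XL665 and 0.055 ng/ul terbium anti-His, ratiometric 665/545 nm emission (Ex 340 nm) normalized to controls.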
GALK inhibitor = inhibitors of human galactokinase; Potency, µM (top dose mostly 57.5 µM), without a hit: at the highest dose activity change, negative = inhibition, hits mostly inhibitors; Purified GALK, Kinase-Glo residual ATP luminescence; actives 0.007% (n = 270,000); AID 1868; note: potency is the fitted concentration of half-maximal effect; % is set by controls: 0 for no effect and ±100 for the full control effect
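5 nM enzyme, 35 uM ATP, 100 uM galactose, 20 mM HEPES pH8.0, 5 mM MgCl2; 1 h RT; residual ATP by Kinase-Glo Plus luminescence, qHTS format.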
TSHR antagonist = antagonists of human thyroid stimulating hormone receptor | TSHR-expressing cells, TSH-stimulated cAMP HTRF, 2 h; active compounds read low | activity change, negative = inhibition, % at 11.5 µM | actives 0.2% (n = 330,000) | AID 504810;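 active = activity change below a set negative limit, meaning inhibition stronger than a set level, cut at about -70% in these data; inconclusive = activity change between two set negative limits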; note: % is set by controls: 0 for no effect and ±100 for the full control effect
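TSHR-expressing cells were treated with compounds, then stimulated with TSH at EC80 (4nM final) for 2 hours at 37 deg C. Cellular cAMP was measured by HTRF competition between lysate cAMP and cAMP-d2 for a cryptate-labelled anti-cAMP antibody.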
ASM inhibitor = blocks human secretory acid sphingomyelinase | P17405 | placental ASM, HMU-PC fluorogenic substrate, 60 min | Potency, µM (top dose mostly 57.5 µM), without a hit: at the top dose activity change, negative = inhibition, usual class: inhibitors | actives 0.006% (n = 340,000); note: potency is the fitted concentration of half-maximal effect
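Steps: dispense placental human ASM, pin compound, wait 10 min at room temperature, add HMU-PC0 substrate at 9 uM final, incubate 60 min at 37 °C, add stop solution raising pH to 10, read fluorescence.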
Eya2 inh = inhibitors of human Eya2 phosphatase activity; O00167; recombinant Eya2, OMFP fluorescence dephosphorylation (OMFP is methylfluorescein phosphate); Potency, µM (titrated, usually from 76.9 µM), for the others: at the highest dose activity, negative = inhibition, usual class: inhibitors; actives 0.006% (n = 330,000); AID 488837; note: potency is the fitted concentration of half-maximal effect; % is set by controls: 0 for no effect and ±100 for the full control effect
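Eya2 (0.2 uM) preincubated 10 min at ambient with compound, then OMFP substrate added at 50 uM; 10 min reaction in 50 mM HEPES pH 7.5, 50 mM NaCl, 5 uM MgCl2, 0.05% BSA, 1 mM DTT. Fluorescence read at Ex 485/Em 525 nm.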
PKM2 activator = increases activity of human pyruvate kinase M2. purified PKM2, Kinase-Glo ATP luminescence, activation; response scale: 0% is enzyme alone, no compound. P14618. actives 0.34% (n = 260,000). Potency, µM (titrated, usually from 57.5 µM), for the others: at the top dose activation, usual class: activators; note: potency is the fitted concentration of half-maximal effect; % is set by controls: 0 for no effect and ±100 for the full control effect; nearly all actives have a fitted effect of over 55% in size
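Kinase-Glo luminescence reports ATP generated from ADP (0.1 mM) and PEP (0.5 mM) by purified hPK-M2 after 1 h at room temperature, pH 7.2 imidazole buffer; intermediate enzyme activity allows detecting inhibitors and activators.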
hERG WT inh = KCNH2 (human, wildtype) channel inhibition. Q12809. U2OS, BacMam KCNH2, thallium flux FluxOr; active compounds read low. activity change, % at 1.84 µM. actives 0.37% (n = 340,000). AID 720551;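 active = maximum activity change below -70%; inconclusive = maximum activity change between -70% and -50%; inactive = maximum activity change above -50%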; note: % is set by controls: 0 for no effect and ±100 for the full control effect
Target sequence (Q12809 whole entry, looked up): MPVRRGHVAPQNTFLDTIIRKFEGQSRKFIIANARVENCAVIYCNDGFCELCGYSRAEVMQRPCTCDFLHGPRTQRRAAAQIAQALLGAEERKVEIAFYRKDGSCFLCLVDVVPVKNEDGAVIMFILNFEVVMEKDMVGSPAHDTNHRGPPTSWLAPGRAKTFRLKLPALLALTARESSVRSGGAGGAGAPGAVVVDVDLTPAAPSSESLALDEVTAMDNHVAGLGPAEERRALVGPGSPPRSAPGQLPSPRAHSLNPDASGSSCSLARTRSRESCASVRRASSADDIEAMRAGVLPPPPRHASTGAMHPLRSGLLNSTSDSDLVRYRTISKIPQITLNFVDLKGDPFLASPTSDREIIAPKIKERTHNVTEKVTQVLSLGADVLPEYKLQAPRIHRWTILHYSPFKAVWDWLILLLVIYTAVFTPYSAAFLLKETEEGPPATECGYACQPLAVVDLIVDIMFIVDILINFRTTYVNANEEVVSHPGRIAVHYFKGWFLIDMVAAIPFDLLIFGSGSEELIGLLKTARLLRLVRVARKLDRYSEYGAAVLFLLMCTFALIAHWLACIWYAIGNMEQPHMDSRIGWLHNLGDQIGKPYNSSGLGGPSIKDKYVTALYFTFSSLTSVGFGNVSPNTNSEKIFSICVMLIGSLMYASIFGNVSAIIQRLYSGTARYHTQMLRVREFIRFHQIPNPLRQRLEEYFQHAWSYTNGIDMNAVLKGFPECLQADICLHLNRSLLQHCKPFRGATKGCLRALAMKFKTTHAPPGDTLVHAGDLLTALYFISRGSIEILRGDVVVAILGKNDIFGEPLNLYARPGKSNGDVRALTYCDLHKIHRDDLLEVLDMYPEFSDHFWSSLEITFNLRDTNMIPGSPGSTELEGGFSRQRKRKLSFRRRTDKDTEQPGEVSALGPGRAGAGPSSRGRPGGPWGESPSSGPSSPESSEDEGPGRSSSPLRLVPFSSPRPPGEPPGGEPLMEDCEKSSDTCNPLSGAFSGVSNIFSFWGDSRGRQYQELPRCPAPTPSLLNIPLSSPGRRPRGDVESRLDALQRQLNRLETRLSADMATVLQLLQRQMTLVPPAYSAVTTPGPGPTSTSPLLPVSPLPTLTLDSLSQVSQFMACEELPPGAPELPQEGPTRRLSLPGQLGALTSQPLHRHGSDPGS
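U2OS cells were transduced with wild-type KCNH2 virus (2.03 x 10^8 / mL) for 4 h at room temperature, then cultured overnight at 37 C. Thallium flux was read with FluxOr dye. Rate constants were normalized to DMSO controls.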
Menin MLL FP TR = inhibitors of human menin-MLL interaction, mutant MLL peptide; O00255; Menin + Texas Red MLL mutant peptide, fluorescence polarization; Potency, µM (top dose mostly 61.6 µM), inactives show at the highest dose FP activity change, negative = inhibition, hits mostly inhibitors; actives 0.23% (n = 270,000); AID 1768; active = well fitted inhibition curve with a large enough effect in the polarisation, with a control signal flat, not every such curve was filed as active; inconclusive = small, poorly fitted or top-dose-only effect, or effect the other way, or a change in a side signal; inactive = no such curve, though single readings can be large or run the other way; the % refers to the polarisation; note: potency is the fitted concentration of half-maximal effect; % of control where 0% means no effect; many of its hits are not listed in these tables
Numbers without * were called inactive; ? = inconclusive; nt = not tested or not shown; [ ] = another dose, or the depositor's remark. Unless noted, calls come from the whole dose curve; as a rule, active = well fitted curve in the direction sought with a large enough effect; inconclusive = small, poorly fitted or top-dose-only effect, or another doubt; inactive = no such curve, though single readings can be large; an effect the other way counts as inactive or inconclusive. These rows are one share of the data, so the mix of outcomes need not match the whole.

SMILES	Mito fusion yeast	BCR signal inh	USP2a block	MBNL1-CUG inh	GALK inhibitor	TSHR antagonist	ASM inhibitor	Eya2 inh	PKM2 activator	hERG WT inh	Menin MLL FP TR
NC(=O)CN1CCN(CCN2C(=O)c3cccc4cccc(c34)C2=O)CC1	-3%	-8%	0%	?	-1%	-8	-1%	-13%	6%[0.46 µM]	11	-2%
COc1ccc(-n2cnc3scc(-c4ccccc4)c3c2=O)cc1	-1%	1%	-1%	-5%	1%	-2	-2%	-8%	7%	2	2%
CCOc1ccc(N(CC(=O)Nc2cc(Cl)ccc2C)S(C)(=O)=O)cc1	0%	0%	-1%	2%	-3%	-10	-4%	1%	0%[11.5 µM]	2	17%
O=C(NCc1cccs1)Nc1cc(Cl)ccc1Cl	-2%	-1%	5%	-9%	-1%	-18	-1%	-2%	-8%	-4	4%
CC(C)c1nnc(NC(=O)CSc2nc3ccccc3s2)s1	2%	?	0%	0%	4%	-11	-2%	6%	4%	13	0%
CCN(CC)C(=O)c1sc(NC(=O)c2cccc([N+](=O)[O-])c2)c(C#N)c1C	4%	0%	2%	1%	nt	6	-1%	3%	3%	-17	6%
O=C(NCCc1ccccn1)c1ccc(OC2CCN(CCc3ccccc3)CC2)cc1	-1%	6%	3%	-2%	1%	5	7%	-10%	nt	46	nt
Cc1ccc(N(Cc2cc(=O)[nH]c3ccccc23)C(=O)c2ccco2)cc1	-1%	?	0%	3%	-1%	-3	2%	-9%	-9%	1	25%
O=C(CSc1ncnc2sccc12)Nc1ccccc1F	4%	?	-2%	4%	1%	-9	-1%	-7%	1%	-22	13%
CSCC(=O)N1CCC(CCC(=O)NC2CC2)CC1	-4%	-1%	7%	4%	-3%	8	3%	6%	nt	0	7%

Entries of single compounds, looked up by structure. Values in the order: Mito fusion yeast, BCR signal inh, USP2a block, MBNL1-CUG inh, GALK inhibitor, TSHR antagonist, ASM inhibitor, Eya2 inh, PKM2 activator, hERG WT inh, Menin MLL FP TR
CSCC(=O)N1CCC(CCC(=O)NC2CC2)CC1 as listed: -4%, -1%, 7%, 4%, -3%, 8, 3%, 6%, nt, 0, 7%
COc1ccc(-n2cnc3scc(-c4ccccc4)c3c2=O)cc1 as listed: -1%, 1%, -1%, -5%, 1%, -2, -2%, -8%, 7%, 2, 2%
O=C(NCc1cccs1)Nc1cc(Cl)ccc1Cl as listed: -2%, -1%, 5%, -9%, -1%, -18, -1%, -2%, -8%, -4, 4%
O=C(CSc1ncnc2sccc12)Nc1ccccc1F as listed: 4%, ?, -2%, 4%, 1%, -9, -1%, -7%, 1%, -22, 13%

Further compounds.
SMILES	Mito fusion yeast	BCR signal inh	USP2a block	MBNL1-CUG inh	GALK inhibitor	TSHR antagonist	ASM inhibitor	Eya2 inh	PKM2 activator	hERG WT inh	Menin MLL FP TR
O=C(c1ccccc1)c1nn(-c2ccccc2)c(=O)cc1C(F)(F)F	12%	1%	2%	?	-1%	27	-1%	-13%	-4%	0	?
COn1cnnc1-c1ccccc1	2%	2%	2%	0%	-3%	18	0%	0%	1%	-2	21%
COc1ccc(C(=O)NCc2nc(C)c(C)s2)cc1OC1CCN(C(C)C)CC1	-1%	-1%	2%	1%	5%	4	4%	-4%	-3%	12	nt
O=C(c1cccc(S(=O)(=O)Nc2ccccc2Cl)c1)N1CCCCCC1	5%	2%	-1%	nt	nt	-5	3%	-3%	nt	-2	nt
Cc1cc(C)n(C2CCCCC2OC(=O)c2ccccc2)n1 (stereo not drawn)	-1%	-2%	1%	-3%	-2%	-6	1%	5%	2%	15	-14%
COc1ccc(-c2noc(N3CCC(C(=O)NCc4ccccc4Cl)CC3)n2)cc1	-9%	7%	0%	-6%	nt	-17	1%	-3%	-9%	9	20%
Cc1cccc(NC(=O)NCc2ccc3[nH]c(C)cc3c2)c1	0%	?	-2%	0%	7%	-4	0%	-15%	16%	-7	?
Nc1nc(N)c2c(ccc3nccc32)[nH]1	-4%	?	2%	-19%	4%	-7	82%[activator]	?	-3%	-2	24%
CCCNC(=O)NCCc1c(C)[nH]c2ccccc12	-2%	3%	1%	7%	2%	-11	0%	-8%	-1%	26	-17%[11.7 µM]
Cc1c(NC(=O)Nc2cccc(F)c2)c(=O)n(-c2ccccc2)n1C	0%	3%	-1%	2%	-2%	-7	2%	1%	-7%	-2	nt
CC(C)C(=O)N[C@@H]1c2ccccc2CC[C@@H]1O	nt	5%	1%	nt	nt	17	4%	-4%	nt	1	nt
Cc1ccc(C)c(N2CCN(C(=O)CCc3nc(-c4cccc(F)c4)no3)CC2)c1	nt	-1%	0%	nt	nt	-13	-4%	-3%	nt	-3	nt
COc1ccc(-c2nn(-c3ccccc3)cc2/C=N/NC(=O)c2ccc(Br)o2)cc1	1%	1%	0%	6%	-3%	-95*	-5%	12%	2%	-1	?
CCCCNS(=O)(=O)c1ccc(NC(=O)Cc2ccc(OC)cc2)cc1	10%	0%	9%	4%	-2%	13	-2%	-5%	3%	-2	60%[activator]
CC(C)c1ccc(O)c(NC(=S)NC(=O)c2cccnc2)c1	0%	?	-1%	8%	0%	7	-5%	4%	-2%	-7	14%
O=C1c2ccccc2C(=O)N1CCCCSc1nc2ccccc2o1	8%	?	0%	3%	-3%	-8	-5%	19%	-15%	-2	-6%
Cc1cccc(N=Nc2c(O)[nH]c3ccc(Br)cc23)c1	-39%[inhibitor]	-5%	4%	-5%	-2%	-7	-28%	-10%	nt	-1	?
Cc1nnc(SC(C(=O)c2ccccc2)c2ccccc2)[nH]c1=O (stereo not drawn)	0%	-4%	2%	-11%	0%	4	2%	-7%	-2%	-3	nt
CCN(CC)C1CC(=O)N(c2cccc(Cl)c2)C1=O (stereo not drawn)	-16%	5%	-1%	-2%	-2%	1	2%	?	0%	-2	?
O=C(C(Cc1ccccc1)n1cccc1)N1CCN(Cc2ccccc2)CC1 (stereo not drawn)	0%	0%	-8%	-1%	2%	2	8%	-19%	4%	5	-9%
CC1CCCN(S(=O)(=O)c2ccc3oc(=O)ccc3c2)C1 (stereo not drawn)	2%	6%	1%	6%	5%	-5	-1%	-8%	-3%	-1	nt
Cc1cc(C)cc(-c2nnc(SCC(=O)N3CCN(C(=O)c4ccco4)CC3)o2)c1	3%	?	2%	-2%	3%	-6	-2%	-6%	1%	20	1%
O=C1/C(=C/c2ccco2)Oc2c1ccc(O)c2CN1CCCCC1	-2%	0%	?	?	nt	5	14%	35%	21%	8	0%
Cc1cccc(C(=O)O)c1[N+](=O)[O-]	1%	?	0%	nt	nt	-16	0%	8%	nt	-3	nt
NC(=S)NC(=O)/C=C/c1ccccc1	4%	?	-1%	6%	4%	2	4%	-20%	-1%	13	4%
COC(=O)CC1=NN(c2ccc(OC)cc2)C(=O)C1	0%	?	0%	2%	3%	19	-3%	11%	-7%	-1	?
Cn1cc(S(=O)(=O)CC(=O)N2CCCc3ccccc32)c2ccccc21	0%	-4%	-1%	15%	1%	-2	5%	25%	16%	11	-10%
C=CCN(c1ccccc1OC)S(=O)(=O)c1cccc(C(=O)OC2CCOC2=O)c1 (stereo not drawn)	nt	21%	-1%	nt	nt	-28	-2%	3%	nt	-1	nt
O=C(Nc1ccc(F)cc1)C1CC(=O)n2ncnc2N1 (stereo not drawn)	10%	2%	1%	-17%	15%	2	-1%	4%	nt	7	-10%
C=CCOc1ccc(C2NC(=O)NC(C)=C2C(=O)OC)cc1 (stereo not drawn)	-3%	?	1%	-5%	-3%	4	1%	6%	-2%	-8	18%
